ERa coact inh: blocks coactivator binding to human estrogen receptor alpha; TR-FRET ER-alpha LBD / SRC-1 peptide, estradiol-bound; hit rate 1.7% among 86,000; inhibition, % at 25.6 µM; AID 629; P03372; in the data active means inhibition above about 50%;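 further: 0% = receptor plus peptide control and 100% = peptide only without receptor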
Mac1 fbg enh: CD11b/CD18-fibrinogen binding enhancement; P05107+P11215; K562 CD11b/CD18 adhesion to fibrinogen, ATPlite luminescence; activation, % at 10 µM; hit rate 0.07% among 93,000;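 active means 10 µM primary screen giving 50% or more activity, confirmed by 40% or more on retest at that dose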; further: strong numbers were not always called active; reference of the scale not given here
MT1-MMP txn act: MT1-MMP promoter transcription activation; activation factor at 10 µM; hit rate 0.16% among 86,000; HT1080 MT1-MMP promoter luciferase reporter, luminescence, overnight; stronger effect = higher value;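 active means activation factor of at least 2 for MT1-MMP transcription at 10 µM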
PLAP act: human PLAP activation; P05187; purified PLAP enzyme, luminescent substrate read-out; stronger effect = higher value; activation fold at 20 µM; hit rate 1.2% among 96,000; AID 696; in the data active means activation fold above about 2
Mac1 fbg inh: CD11b/CD18-fibrinogen binding inhibition. inhibition, % at 10 µM. K562 CD11b/CD18 adhesion to fibrinogen, ATPlite luminescence; Mn2+ added to activate the integrin. hit rate 0.54% among 93,000. P05107+P11215;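 active means primary inhibition of 50% or more at 10 µM, then 40% or more on retest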; further: some results filed as inactive read as strong as hits
FAK inh: FAK (human) kinase inhibition; Q05397; biochemical FAK kinase activity assay; inhibition, %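 (tested at 7 µM)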; hit rate 0.84% among 97,000; AID 727; in the data active means inhibition above about 19%;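 further: 0% = DMSO and 100% = reference compound high control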
Target sequence (Q05397 whole entry, looked up): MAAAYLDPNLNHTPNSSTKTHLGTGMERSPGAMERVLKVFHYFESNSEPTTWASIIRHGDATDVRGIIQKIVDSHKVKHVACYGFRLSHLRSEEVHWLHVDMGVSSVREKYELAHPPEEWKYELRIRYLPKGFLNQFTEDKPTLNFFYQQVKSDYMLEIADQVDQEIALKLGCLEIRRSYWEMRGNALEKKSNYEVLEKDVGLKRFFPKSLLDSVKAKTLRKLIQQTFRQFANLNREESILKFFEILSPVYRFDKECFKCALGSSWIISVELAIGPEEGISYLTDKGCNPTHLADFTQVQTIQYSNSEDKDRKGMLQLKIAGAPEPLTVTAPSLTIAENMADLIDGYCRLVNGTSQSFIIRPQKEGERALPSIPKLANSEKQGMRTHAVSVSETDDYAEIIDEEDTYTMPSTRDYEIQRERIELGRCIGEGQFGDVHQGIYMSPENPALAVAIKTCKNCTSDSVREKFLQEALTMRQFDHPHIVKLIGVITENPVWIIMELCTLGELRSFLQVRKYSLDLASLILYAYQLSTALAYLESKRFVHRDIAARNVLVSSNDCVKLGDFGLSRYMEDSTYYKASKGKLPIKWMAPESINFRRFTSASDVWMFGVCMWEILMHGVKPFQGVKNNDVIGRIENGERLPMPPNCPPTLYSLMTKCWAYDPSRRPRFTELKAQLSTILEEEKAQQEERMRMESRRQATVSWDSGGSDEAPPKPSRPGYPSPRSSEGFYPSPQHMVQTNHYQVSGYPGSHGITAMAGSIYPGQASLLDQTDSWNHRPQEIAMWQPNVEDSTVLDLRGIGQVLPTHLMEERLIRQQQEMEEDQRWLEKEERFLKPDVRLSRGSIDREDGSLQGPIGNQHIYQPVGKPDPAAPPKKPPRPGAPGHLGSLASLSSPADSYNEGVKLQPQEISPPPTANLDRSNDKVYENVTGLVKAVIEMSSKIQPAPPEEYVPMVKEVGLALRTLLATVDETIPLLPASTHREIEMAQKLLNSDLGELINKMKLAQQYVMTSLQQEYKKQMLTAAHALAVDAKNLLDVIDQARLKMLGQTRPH
ERa SRC1 pot: enhances coactivator binding to human estrogen receptor alpha | TR-FRET ERalpha-LBD/SRC-Cy5 coactivator binding, 2 h; 100 = basal binding, no effect | hit rate 1.3% among 86,000 | coactivator binding (% of control), % at 25.6 µM; in the data active means activity above about 200%;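 further: binding measured in presence of low estradiol as agonist stimulus; 0% = peptide alone without receptor and 100% = receptor with peptide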
Ecoli WT expand: blocks growth of wild type E. coli BW25113; OD600 absorbance; hit rate 0.15% among 98,000; growth inhibition, % at 100 µM;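 active means growth inhibition above about 50% at one test dose, limit read from the data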;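 further: growth measured after 20 h incubation at 37 °C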
ERb coact inh: ER-beta (human) coactivator binding inhibition | inhibition, % at 25.6 µM | hit rate 1.3% among 86,000 | Q92731 | AID 633 | TR-FRET ER-beta LBD / SRC1-Cy5 peptide binding; receptor agonist-loaded with 1 µM estradiol;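 active means compounds whose percent inhibition of the receptor-coactivator binding signal exceeds about 50% in the single-dose screen, limit read from the data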;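 further: 0% = receptor plus peptide wells without compound and 100% = peptide-only wells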
An asterisk follows results filed as active; nt = not tested or not shown; [ ] = remark or other dose. No enrichment for hits; any-hit rate near 5.1%.

SMILES	ERa coact inh	Mac1 fbg enh	MT1-MMP txn act	PLAP act	Mac1 fbg inh	FAK inh	ERa SRC1 pot	Ecoli WT expand	ERb coact inh
OC1CCCN(Cc2ccc3c(c2)Cc2ccccc2-3)C1 (stereo unspecified)	-12	-1	1.4	1.2	9	0	106	6	-2
CCCN(CCC)S(=O)(=O)c1ccc(NC(=O)Cc2cccs2)cc1	63*	-3	1.4	0.9	7	8	79[fluorescence artefact?]	-5	48
CC(=O)Nc1ccc(N2CCCCC2)c(C(=O)Nc2cccc(C)c2)c1	4	3	1.3	1	-3	-1	75	3	-5
O=C(Cn1cnc2c(nnn2Cc2ccc(Cl)cc2)c1=O)NCC1CCCO1 (stereo unspecified)	-5	6	1	1.1	-5	-2	114	1	0
CCOc1cccc(C(=O)Nc2nc(-c3ccc(S(=O)(=O)N4CCOCC4)cc3)cs2)c1	-2[fluorescence artefact?]	19	1.2	0.9	17	0	166	-1	-7[fluorescence artefact?]
CC(=O)C1=C(O)C(=O)N(c2cc(C(C)(C)C)on2)C1c1ccc(C(C)C)cc1 (stereo unspecified)	-10	-2	1.1	1	35	-4	86	5	-2
c1ccc(CSc2nnc(-c3cccnc3)o2)cc1	-1	nt	1.8	nt	nt	-2	101	nt	-5
O=C1c2ccccc2C(=O)N1CCN1CCc2ccccc21	-17	-2	1.6	0.9	-1	7	108	2	-4
CC(C)c1ccc(NC(=O)C(c2ccc3c(c2)OCO3)N2CCN(C(=O)c3ccco3)CC2)cc1 (stereo unspecified)	nt	-2	1.1	1.8	-5	nt	nt	-8	nt
O=C(O)c1ccccc1C(=O)Nc1ccccn1	-2	2	1.1	1	12	13	126	6	-1
CC(=O)NC1Sc2ccccc2N=C1c1ccccc1 (stereo unspecified)	-6	2	1.4	0.9	-12	-4	92	11	4[fluorescence artefact?]
COC(=O)c1ccccc1NC1c2ccccc2C(=O)N1c1cccnc1 (stereo unspecified)	7	0	1.1	0.9	8	nt	119	-3	2
CCOC(=O)C1CCN(C(C)=C2C(=O)c3ccccc3C2=O)CC1	1	-3	1.1	1.2	6	-3	106	-7	0
O=C(Cn1ccc2ccccc2c1=O)N1CCN(c2cccc(Cl)c2)CC1	11[fluorescence artefact?]	nt	1.1	0.9	nt	-4	175[fluorescence artefact?]	-7	2[fluorescence artefact?]
CCOC(=O)c1c(C)n(C)c2cc(OCCN(CC)CC)ccc12	-2	5	1.2	1.4	-22	-2	101	3	22
Cc1ccc(CNC(=O)C23CN(Cc4ccccc4)CC2C(c2ccc([N+](=O)[O-])cc2)=NO3)cc1 (stereo unspecified)	nt	-2	nt	1.2	-6	-6	nt	-10	nt
CN1C2C=C3C(C#N)=C(N)C(C#N)(C#N)[C@@H](c4cccs4)C3C1CC2 (stereo partly specified)	-10	0	1.1	0.9	-1	-1	105	-2	-2
CCNc1nc(NCc2ccccc2)nc(Oc2ccc(=O)[nH]n2)n1	-2	nt	1.1	nt	nt	2	131	-21	-8
COc1ccc(C2=NOC(C(=O)NCCCN3CCOCC3)C2)cc1 (stereo unspecified)	0	5	1.1	0.8	-25	2	106	4	-9
O=C(N1CCCCCC1)N1CCN(C(=O)N2CCOCC2)CC1	-1[fluorescence artefact?]	0	1.1	1.2	6	-1	114	7	-5[fluorescence artefact?]
COC(=O)C1CCN(C(=O)COc2ccc(Cl)cc2)CC1	24	2	1.1	1.1	-6	0	90[fluorescence artefact?]	6	22
CCCCCC(=O)Nc1ccc(N2CCN(CC)CC2)c(Cl)c1	nt	1	1.6	0.8	-21	nt	nt	11	nt
O=c1[nH][nH]c(-c2ccccc2)c1C=Nc1ccccc1Cl	nt	6	nt	1.1	-2	4	nt	-4	nt
Cc1ccc(-c2nnc(-c3ccc(NC(=O)c4ccco4)cc3)o2)cc1	22[fluorescence artefact?]	129	1.1	1.5	-15	10	455*	-20	12[fluorescence artefact?]
Cc1nn(-c2ccccc2)c(Cl)c1C(=O)N1CCN(c2ncnc3c2cnn3-c2ccccc2)CC1	15[fluorescence artefact?]	-6	1	1.1	74	7	106[fluorescence artefact?]	-9	11
COc1ccc(CCn2c(Br)nc3c2c(=O)[nH]c(=O)n3C)cc1	nt	-2	nt	1.1	-13	-12	nt	-4	nt
COc1ccc(Nc2nc(Cl)nc(NCc3ccco3)n2)c(OC)c1	nt	-1	nt	1	3	-4	nt	-9	nt
CN1Cc2cc(C(=O)c3ccccc3O)cnc2NC1=O	-2[fluorescence artefact?]	-4	1.3	1.2	0	-6	91	10	-1
Nc1ccc2[nH]ncc2c1	18[fluorescence artefact?]	nt	1.1	nt	nt	nt	80	nt	39[fluorescence artefact?]
CCC(C)(C)NC(=O)C(c1cccn1C)N(C(=O)Cn1nnc2ccccc21)c1ccc(OC)cc1 (stereo unspecified)	2	-6	1.4	1	8	-2	137	-9	3
Cc1ccc(-c2nnn(CC(=O)N(c3ccccc3)C(C(=O)NC(C)(C)C)c3cccs3)n2)o1 (stereo unspecified)	18	nt	1	nt	nt	-1	113	nt	22
COc1ccc(-c2cc(C(=O)N3CCN(c4ccccc4)CC3)no2)cc1OC	-1	0	nt	1.2	18	1	103	3	-4
COc1ccc(/C(O)=C2/C(=O)C(=O)N(Cc3ccco3)C2c2cccs2)cc1 (stereo unspecified)	-3	nt	1.1	nt	nt	-4	101	-1	-6[fluorescence artefact?]
Cc1ccc(C(=O)O/N=C(\N)c2ccc(Br)cc2)cc1C	-2	1	1.5	0.9	2	-2	100	-8	-19
Cc1ccc(Cn2c(NC(=O)c3ccco3)nc3ccccc32)cc1	7[fluorescence artefact?]	-1	1.2	1.1	13	-8	316*	-13	23
O=C1C(C=NCc2ccco2)=C(O)c2ccccc21	-6[fluorescence artefact?]	-3	1.8	0.9	5	nt	117	-3	12
CN(Cc1ccccc1)C(=O)CNC(=O)Cn1cnc2ccccc2c1=O	-1	3	1.1	0.9	-17	-1	135	11	-3
O=C(CCn1c(=O)oc2ccccc21)NCCN1CCOCC1	-8[fluorescence artefact?]	nt	1	nt	nt	nt	80[fluorescence artefact?]	nt	-5[fluorescence artefact?]
Cc1ccc(C2C3=C(CCCC3=O)Nc3[nH]c(=S)[nH]c(=O)c32)cc1 (stereo unspecified)	-19	-2	nt	1.2	-3	1	85	5	0[fluorescence artefact?]
N#CC1=C2N=C(N)c3c(sc4c3CCCCC4)N2C2=C(C(=O)CCC2)C1c1ccccc1 (stereo unspecified)	nt	0	nt	1.2	-1	0	nt	-5	nt
COc1cc(C2c3c(oc4ccccc4c3=O)C(=O)N2Cc2cccnc2)cc(OC)c1OC (stereo unspecified)	3	-4	1.2	1	2	-1	114	-18	0
Cn1c(SCC(=O)NC2CCCC2)nc2cccnc21	-6	2	1.1	0.9	-8	-2	173	0	-15
O=C(O)CC(C(=O)OCC1CCCO1)N1CCOCC1 (stereo unspecified)	-7	0	1.2	1.1	-18	-1	122	-2	-2[fluorescence artefact?]
O=C(NCc1ccncc1)C(F)(F)C(F)(F)C(=O)NCc1ccncc1	3	-4	1.1	1.2	-3	-2	113	2	6[fluorescence artefact?]
CCc1cccc(CC)c1NC(=O)c1cccc(N)c1	23	-2	nt	0.8	3	1	100	-1	-3
Cc1cccc2cc(CN(Cc3ccc(F)cc3)C(=O)N3CCOCC3)c(=O)[nH]c12	-22	nt	1.2	nt	nt	-3	98	nt	-14
CC(C)OP(=O)(OC(C)C)C(NC(=O)c1ccc(Br)cc1)c1ccccc1 (stereo unspecified)	-6	nt	1.2	1	nt	3	101	-16	-8
CC1CCCCC1NC(=O)CSc1nnc(CN2CCOCC2)n1C (stereo unspecified)	-3	2	1.3	0.9	-33	-5	94	0	-9
C=CCc1cccc(/C=N/c2ncccc2O)c1O	22	1	1.3	0.9	-5	-1	63[fluorescence artefact?]	7	58*[fluorescence artefact?]
O=C(NCc1ccc2c(c1)OCO2)c1ccc2c(c1)C(=O)N(Cc1cccnc1)C2=O	-16	5	1	0.9	-20	2	102	-9	-8

An excerpt from above in order of molecular weight, rising.
SMILES	ERa coact inh	Mac1 fbg enh	MT1-MMP txn act	PLAP act	Mac1 fbg inh	FAK inh	ERa SRC1 pot	Ecoli WT expand	ERb coact inh
O=C1C(C=NCc2ccco2)=C(O)c2ccccc21	-6[fluorescence artefact?]	-3	1.8	0.9	5	nt	117	-3	12
C=CCc1cccc(/C=N/c2ncccc2O)c1O	22	1	1.3	0.9	-5	-1	63[fluorescence artefact?]	7	58*[fluorescence artefact?]
O=C(O)CC(C(=O)OCC1CCCO1)N1CCOCC1 (stereo unspecified)	-7	0	1.2	1.1	-18	-1	122	-2	-2[fluorescence artefact?]
O=C(CCn1c(=O)oc2ccccc21)NCCN1CCOCC1	-8[fluorescence artefact?]	nt	1	nt	nt	nt	80[fluorescence artefact?]	nt	-5[fluorescence artefact?]
Cc1ccc(Cn2c(NC(=O)c3ccco3)nc3ccccc32)cc1	7[fluorescence artefact?]	-1	1.2	1.1	13	-8	316*	-13	23
Cc1ccc(C2C3=C(CCCC3=O)Nc3[nH]c(=S)[nH]c(=O)c32)cc1 (stereo unspecified)	-19	-2	nt	1.2	-3	1	85	5	0[fluorescence artefact?]
CC1CCCCC1NC(=O)CSc1nnc(CN2CCOCC2)n1C (stereo unspecified)	-3	2	1.3	0.9	-33	-5	94	0	-9
O=C(NCc1ccncc1)C(F)(F)C(F)(F)C(=O)NCc1ccncc1	3	-4	1.1	1.2	-3	-2	113	2	6[fluorescence artefact?]
Cc1cccc2cc(CN(Cc3ccc(F)cc3)C(=O)N3CCOCC3)c(=O)[nH]c12	-22	nt	1.2	nt	nt	-3	98	nt	-14
O=C(NCc1ccc2c(c1)OCO2)c1ccc2c(c1)C(=O)N(Cc1cccnc1)C2=O	-16	5	1	0.9	-20	2	102	-9	-8
N#CC1=C2N=C(N)c3c(sc4c3CCCCC4)N2C2=C(C(=O)CCC2)C1c1ccccc1 (stereo unspecified)	nt	0	nt	1.2	-1	0	nt	-5	nt
CC(C)OP(=O)(OC(C)C)C(NC(=O)c1ccc(Br)cc1)c1ccccc1 (stereo unspecified)	-6	nt	1.2	1	nt	3	101	-16	-8
COc1cc(C2c3c(oc4ccccc4c3=O)C(=O)N2Cc2cccnc2)cc(OC)c1OC (stereo unspecified)	3	-4	1.2	1	2	-1	114	-18	0

Continuation.
SMILES	ERa coact inh	Mac1 fbg enh	MT1-MMP txn act	PLAP act	Mac1 fbg inh	FAK inh	ERa SRC1 pot	Ecoli WT expand	ERb coact inh
Cc1nc2c(-c3ccccc3)c(C)nn2c(C)c1CCC(=O)NCc1ccco1	-7	-6	1.1	1.5	-5	nt	120	11	-5[fluorescence artefact?]
COc1ccc(-c2nnc(SCC(=O)N3CCCCC3)o2)c(OC)c1	15	-1	1.5	1.3	-2	nt	109	-6	-1
C=CCn1c(=O)[nH]c2cc(C(=O)N3CCN(c4ccc(C(C)=O)cc4)CC3)ccc2c1=O	68*	0	nt	1.5	12	14	106[fluorescence artefact?]	-4	36[fluorescence artefact?]
CCOC(=O)CN1C(=O)C(O)=C(C(C)=O)C1c1ccccc1 (stereo unspecified)	4	-4	1.1	0.8	-6	1	111	-1	-7
Cc1onc(-c2c(Cl)cccc2Cl)c1C(=O)NCCN1CCOCC1	-21	1	1.2	1	-17	-1	119	-5	-13
CCc1nnc(NC(=O)CSc2nnc(-c3c[nH]c4ccccc34)n2C)s1	2	-4	1.1	1.1	-2	-2	102	11	-4
